# p53ts 39C kill = cytotoxicity in p53ts cells at nonpermissive temperature; H1299-p53A138V viability at 39C, ATP luminescence, 24 h; Potency, µM (titrated, usually from 46.1 µM), without a hit: at the top dose activity change, negative = cell killing, hits mostly cytotoxic; 130,000 compounds, 1.5% hits; AID 902; further: nearly all actives have a fitted effect of over 55% in size
# Imprint erasure = genomic imprint erasure induction; Potency, µM (titrated, usually from 60.7 µM), without a hit: at the highest dose activity change, positive = activation, actives largely listed as activators; 110,000 compounds, 0.02% hits; mouse ES Peg3-LacZ reporter, beta-gal luminescence, 40 h;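 further: 0% = negative control wells on the plate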
#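 Each well holds 300 Peg3LacZ-Neo (maternal) female ES cells incubated 40 h at 37C, 5% CO2. LacZ is measured by BetaGlo luminescence, with AC50 and maximum efficacy derived from dose-response curves.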
# p53ts 32C kill = p53ts cell cytotoxicity, permissive temperature. H1299-p53A138V at 32C, ATP luminescence viability, 24 h. Potency, µM (titrated, usually from 46.1 µM), without a hit: at the top dose activity change, negative = cytotoxicity, usual class: cytotoxic. 130,000 compounds, 0.93% hits. AID 924;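 further: 0% = DMSO and -100% = full killing by reference compound; nearly all actives have a fitted effect of over 55% in size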
#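 ATP-content luminescence (ATPlite) read-out after 24 h compound exposure at 32C in H1299-p53A138V cells (600/well). Tested up to 46 uM. Normalized to DMSO (0%) and 100 uM tamoxifen (100% killing); Hill-fit AC50.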
# IkB sig inh = suppresses IkB signaling in ABC-DLBCL reporter cells. ABC-DLBCL IkBa-CBG/CBR dual luciferase ratio, 4 h; response scale: scaled: untreated 0%, proteasome inhibitor 100%. Potency, µM (series often up to 57.1 µM), for the others: top-dose IkBa stabilization activation. 110,000 compounds, 0.04% hits. AID 445; active means well fitted curve in the direction sought with a large enough effect in the signal ratio, not every such curve was filed as active; inconclusive means small, poorly fitted or top-dose-only effect, or a change in a side signal; the % refers to the signal ratio;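 further: the direction sought is a rising ratio; 0% = basal untreated cells and 100% = reference inhibitor full response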
#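 In this assay, an IκBα–CBG68 fusion accumulates when IKK-driven degradation is blocked; native CBR normalizes for cell number. OCI-Ly3 cells were treated 4 h with compound and doxycycline, then green and red light read after Chroma-Glo addition.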
# Numbers without * were called inactive; ? = inconclusive; . = no result given; [ ] = another dose, or the depositor's remark. Unless noted, the call rests on the fitted dose curve; in most records, active means well fitted curve in the direction sought with a large enough effect; inconclusive means small, poorly fitted or top-dose-only effect, or another doubt; inactive means no such curve, though single readings can be large; an effect the other way counts as inactive or inconclusive. Unless noted, on the % scale 0 is the no-effect control and ±100 the full control effect; potency means the concentration at half of the fitted maximal effect.
# Every second line gives: p53ts 39C kill, Imprint erasure, p53ts 32C kill, IkB sig inh
1) O=C(C(c1ccccc1)c1ccccc1)N1CCN(CC(O)COc2ccccc2)CC1 (stereo unspecified)
 : -7%, -3%, -2%, ?
2) O=C1CC(Nc2ccc(N3CCOCC3)cc2)C(=O)N1c1cccc(C(F)(F)F)c1 (stereo unspecified)
 : 15%, -2%, 3%, 2.0%
3) Cc1ccc(-n2nc3c(=O)n(CC(=O)NCc4ccco4)nc(C)c3c2C)cc1
 : -16%, 5%[10.9 µM], 3%, 1.0%
4) CCOC(=O)N1CCN(C(=O)CS(=O)(=O)c2cn(Cc3cccc(F)c3)c3ccccc23)CC1
 : 5%, -7%, 6%, 2.2%
5) Cn1ncc2c1ncn1nc(CCc3ccccc3)nc21
 : -2%, -1%, -9%, -1.1%
6) COc1cc(C(CC(=O)Nc2cc(C)ccc2C)N2Cc3ccccc3C2=O)cc(OC)c1OC (stereo unspecified)
 : -6%, 22%[10.9 µM], 3%, 3.8%
7) Cc1c(Cl)cccc1NC(c1ccc(F)cc1)c1nnc(-c2ccccc2)o1 (stereo unspecified)
 : 8%, -12%[10.9 µM], -6%, ?
8) COC(=O)CC1C(C)(C)C(=O)C2CC3=C(CC[C@]4(C)C3=CC(=O)OC4c3ccoc3)[C@@]1(C)C2=O (stereo partly specified)
 : 7%, -16%, 0%, .
9) O=C1CN2C(=Nc3ccc(Cl)cc3C2c2ccccc2)CN1 (stereo unspecified)
 : 8%, ?, 17%, 1.1%
10) CC1(C)Cc2c(sc3c2c(=O)n(Cc2ccccc2)c2nncn32)CO1
 : -8%, ?, -4%, -0.7%
11) CCOc1ccc(NC(=O)Cn2c(=O)n(Cc3ccco3)c(=O)c3ccc(C(=O)NC4CCCC4)cc32)cc1
 : -28%, -5%[10.9 µM], -2%, ?
12) Cc1ccc(NC(=O)CN(c2ccc(C)cc2)S(=O)(=O)c2cccc3nonc23)cc1
 : 16%, -4%[10.9 µM], 3%, -0.4%
13) CCn1c(-c2cccs2)nc2ccccc21
 : -8%, ., -21%, .
14) Cc1cc2c(c(=O)n1CCN(C)C)C(c1ccncc1)C(C#N)=C(N)O2 (stereo unspecified)
 : 2%, -7%, -2%, 0.8%
15) Cc1c(C(=O)N2CCCCCC2)c(S(=O)(=O)N(Cc2ccccc2)C(C)(C)C)c(C)n1C
 : ?, -4%[10.9 µM], -14%, 0.1%
16) CC1(C)CC(=O)C(C=Nc2ccncc2)=C(O)C1
 : 4%, -6%, -10%, -1.0%
17) O=C(c1ccc(-c2ccccc2)cc1)N1CCCC1
 : -3%, -43%[inhibitor], 2%, -3.6%
18) C=CCNc1nc(NC(C)(C)CO)nc(OC)n1
 : 0%, ., -7%, .
19) CC(C)Cn1c(=O)c(C(=O)NCc2ccccn2)c(O)c2ccccc21
 : 13%, 1%, 21%, 0.1%
20) Cc1c(NC(=O)Nc2ccccc2C(F)(F)F)sc2nc3n(c(=O)c12)CCC(C)CC3 (stereo unspecified)
 : 19%, -6%[10.9 µM], -12%, ?
21) O=c1c2ccccc2nnn1CSc1nc2ccccc2[nH]1
 : 168%, ., -14%, .
22) COc1cccc(NS(=O)(=O)c2ccc(Br)s2)c1
 : -16%, -11%, -1%, ?
23) COc1ccccc1-c1nnc(SCC(=O)Nc2nc(-c3ccccc3)cs2)n1C
 : -16%, -14%, -7%, ?
24) COc1ccccc1C(=O)N1CCN(C(=O)c2ccncc2)CC1
 : 6%, ?, -4%, 0.0%
25) CCc1ccccc1N(CC)C(=O)c1cc2c(s1)-c1ccccc1OC2
 : -11%, -18%[10.9 µM], 4%, ?
26) CCOc1ccc(C2C=C(c3ccc(C)cc3)Nc3ncnn32)cc1 (stereo unspecified)
 : 0%, -11%, -19%, 3.5%
27) CC(=O)OC1CC2C(C)(C)C(=O)C=C[C@]2(C)C2CC[C@@]3(C)C(c4ccoc4)OC(=O)C4O[C@@]43[C@]12C (stereo partly specified)
 : 46%[activator], -25%, 67%[activator], .
28) COc1ccc(C2(CNC(=O)C(c3ccccc3)c3ccccc3)CCOCC2)cc1OC
 : 0%, ., 4%, .
29) COc1ccc(NC(=O)CSc2n[nH]c(-c3ccccc3)n2)cc1Cl
 : 7%, -2%[10.9 µM], 8%, ?
30) CCOC(=O)c1[nH]c2ccc(OC)cc2c1NC(=S)N1CCN(c2cccc(Cl)c2)CC1
 : 0%, ., 0%, .
31) O=C(CNS(=O)(=O)c1cccc(C(F)(F)F)c1)Nc1ccccc1F
 : -8%, -3%, 13%, 2.7%
32) O=C(NCCCn1ccnc1)C(=O)NCc1ccc(Cl)cc1
 : 7%, ., 4%, .
33) O=C(Nc1ccc(Br)cc1F)c1ccc2c(c1)N(Cc1ccccc1)C(=O)CS2=O (stereo unspecified)
 : 3%, -19%, 14%, -0.1%
34) Cn1c(N2C(=O)CC(Cc3ccccc3)C2=O)nc2ccccc21 (stereo unspecified)
 : -5%, ., -8%, .
35) O=C(CN1C(=O)c2cccc3cccc1c23)NCc1cccnc1
 : 5%, 1%, -6%, 1.5%
36) COc1ccc2occ(C(=O)c3coc4ccc(O)c(CN(C)C)c34)c2c1
 : -18%, -16%, -8%, ?
37) CC1(C)NC(=O)N(CC(O)COc2ccc(-c3ccccc3)cc2)C1=O (stereo unspecified)
 : 54%, -1%, -1%, -0.3%
38) CCOC(=O)c1cnc(-n2nc(C)cc2C)nc1N1CCOCC1
 : 18%, -7%, -8%, -2.0%
39) COc1ccc(OC)c(NC(=O)Cn2nc3c(cc2=O)CCCC3)c1
 : 3%, -4%[10.9 µM], 18%, 0.3%
40) COc1ccc(-c2nc(Cn3c(SCc4ccccc4F)nc4ccncc43)c(C)o2)cc1OC
 : -28%, -10%[10.9 µM], -23%, 4.1%
41) CCNc1ncc2nc(-c3ccc(F)cc3)c(=O)n(C[C@H]3CCCO3)c2n1
 : 19%, 0%, 2%, -8.1%[11.4 µM]
42) N#Cc1ccccc1Sc1ccccc1C(=O)OCc1nnc(-c2ccccc2)o1
 : -11%, -14%, -12%, ?
43) Nc1nc(Cl)cc(NCCO)n1
 : -3%[9.22 µM], -1%[10.9 µM], 1%[9.22 µM], -0.6%[11.4 µM]
44) COc1ccc(CCNC(=O)COc2ccc(S(=O)(=O)N3CCOCC3)cc2)cc1
 : 1%, 12%, -10%, 1.6%
45) CCCc1cc(=O)oc2cc(Oc3ncccn3)ccc12
 : -6%, -8%, 2%, -2.7%
46) O=C(N/N=C/C=C\c1ccccc1[N+](=O)[O-])c1cc(-c2ccc3ccccc3c2)n[nH]1
 : -6%, ., -7%, .
47) COc1cc(Cl)c(C)cc1NC(=O)CSc1nc2c(c(=O)[nH]1)CCCC2
 : -12%, 27%[10.9 µM], -3%, ?
48) O=C(COC(=O)CCCc1nc2ccccc2s1)Nc1ncc(Cl)cc1Cl
 : 18%, ., 23%, .
49) COC(=O)c1ccc2c(c1)N(Cc1nc(-c3cccc(C)c3)oc1C)C(=O)C1CCCN21 (stereo unspecified)
 : -27%, -15%, -26%, -4.8%
50) CCCC(=O)NCCc1cc2ccc(OC)cc2[nH]c1=O
 : -4%, -4%, 0%, -2.4%
51) Cc1ccccc1OC(=O)CSc1nnc(-c2cccs2)o1
 : -7%, -9%[10.9 µM], -18%, 3.3%
52) Cc1ccc(C(=O)c2nocc2C(=O)c2cccs2)cc1
 : -7%, -20%, 2%, -1.1%
53) CCCN(CCC)c1nc2ccccc2n2c(C)nnc12
 : -1%, -27%, -3%, -4.5%
54) CC(=O)c1c(C)[nH]c(C(=O)N2CCN(c3ncccn3)CC2)c1C
 : 11%, -18%, -2%, 8.9%
55) O=C(Oc1cccc(C(=O)N2CCOCC2)c1)c1ccc(Br)cc1
 : -8%, -9%, -5%, -0.2%
56) O=C(Cn1c(=O)oc2cc(S(=O)(=O)N3CCCC3)ccc21)Nc1ccc(F)cc1F
 : 1%, -5%[10.9 µM], -1%, 1.8%
57) CCOc1ccc(NC(=O)c2cc(CN3CCCC3)on2)cc1
 : -14%, -5%[10.9 µM], -8%, -2.1%
58) O=C(c1ccco1)N1CCN(C(=O)c2cnn(-c3cccc(F)c3)c2C2CCNCC2)CC1
 : 10%, -3%[10.9 µM], -1%, 0.8%
59) O=C(NCCNC[C@@H](O)COc1ccc(O)cc1)N1CCOCC1
 : 7%, -7%, 4%, 0.2%
60) COc1ccc(Nc2ccc3cc(S(=O)(=O)N4CCCC4)ccc3n2)cc1Cl
 : 14%, -15%[10.9 µM], 9%, -2.9%

# (list continues)
# Every second line gives: p53ts 39C kill, Imprint erasure, p53ts 32C kill, IkB sig inh
61) O=C1CN(C(=O)c2cccc(Br)c2)C(c2ccccc2)c2cc(Cl)ccc2N1 (stereo unspecified)
 : 7%, 8%[10.9 µM], 14%, -2.3%
62) Nc1nc(SCc2ccc(Cl)cc2Cl)n[nH]1
 : -10%, -7%, -5%, 1.8%
63) COc1ccc2[nH]cc(CCNc3ccnc(-c4cccnc4)n3)c2c1
 : -1%, -18%, 4%, -5.6%[11.4 µM]
64) FC(F)(F)Oc1ccc2c(c1)NC(c1ccncc1)=NC(c1cccs1)=N2
 : 6%, -6%[10.9 µM], 12%, ?
65) CCOCCCNC(=O)C1CCN(c2nc3ccc(C)cc3[nH]2)CC1
 : 12%, -2%[10.9 µM], 11%, -0.4%
66) CCc1cccc(NC(=O)c2ccc(Br)o2)c1
 : -5%, -25%, -7%, 0.2%
67) CCN1CCSc2ccc(C(=O)NCc3ccc(OC(C)C)cc3)cc21
 : -12%, -4%[10.9 µM], -7%, ?
68) CCc1ccccc1NC(=O)CSc1nncn2c1cc1oc(C)cc12
 : -6%, -8%[10.9 µM], -5%, 1.8%
69) Cc1cc(OCC(=O)NCCc2nc3ccccc3[nH]2)cc(C)c1Cl
 : ?, -6%[10.9 µM], -12%, ?
70) COc1ccc(CNC(=O)Cn2c(=O)oc3cc(S(=O)(=O)N4CCCCCC4)ccc32)cc1
 : -8%, -19%[10.9 µM], 6%, 2.5%
71) Cc1ccc2c(=O)cc(C(=O)Nc3sc4c(c3C(N)=O)CCCC4)oc2c1
 : 17%, -9%[10.9 µM], 9%, -1.3%
72) CC(C)[C@H](NC(=O)Nc1ccc(Oc2ccccc2)cc1)C(=O)O
 : -24%, -12%, -18%, 1.5%
73) COc1ccc(OC)c(NC(=O)CCCN2C(=O)C3C4C=CC(C4)C3C2=O)c1 (stereo unspecified)
 : 0%, -10%, -22%, -0.9%
74) CCCNC(=O)c1c(NC(=O)c2ccccc2)sc2c1CCC(C(C)(C)C)C2 (stereo unspecified)
 : 14%, -4%[10.9 µM], 1%, 1.1%
75) CCOc1ccc(CC(=O)NCCc2csc3nc(-c4ccccc4F)nn23)cc1
 : -12%, 8%[10.9 µM], 4%, -0.7%
76) CC(C)C(C)(C#N)NC(=O)CSc1nnc(-c2ccncc2)n1Cc1ccccc1 (stereo unspecified)
 : 9%, 4%, -3%, 0.7%
77) COCCNCC#CCOc1ccc(OC)cc1
 : -2%, -15%, 7%, -0.1%
78) COc1ccc(CC(=O)Nc2ccc(-c3noc(COc4ccccc4C)n3)cc2)cc1
 : -9%, -13%, 3%, 2.0%
79) O=C(O)CSc1ccc(N=C=S)cc1
 : -3%[9.22 µM], -10%[10.9 µM], -1%[9.22 µM], -0.9%[11.4 µM]
80) COc1ccc(CNc2ncnc3c2c(-c2ccccc2)cn3-c2ccccc2)cc1
 : 21%, -18%[10.9 µM], 8%, -2.3%
81) COc1ccccc1OCCNC(=O)c1ccccc1C
 : 1%, -8%, -1%, 2.2%
82) COCCCN1C(=O)C(=O)/C(=C(/O)c2ccc3c(c2)CC(C)O3)C1c1cccnc1 (stereo unspecified)
 : 7%, -1%, -6%, 6.0%
83) CCOC(=O)c1ccc(NC2(c3ccccc3)C(=O)c3ccccc3C2=O)cc1
 : ?, -5%[10.9 µM], 8%, ?
84) CCc1ccc2[nH]c3nc(SCc4nnc(-c5ccc(C)cc5)o4)nnc3c2c1
 : 11%, ., 8%, .
